DRD3 agonist – qHTS of D3 Dopamine Receptor Agonist: qHTS; D(3) dopamine receptor (Homo sapiens), P35462; D3R DiscoveRx beta-arrestin cells, luminescence, 90 min; max activation, %; actives 0.58% (n = 410,000); AID 652048, 2013; in the data active = max activation above about 30%; note: 0% is about no effect; mostly tested at two doses, the higher about 12 µM
Target sequence (P35462 whole entry, looked up): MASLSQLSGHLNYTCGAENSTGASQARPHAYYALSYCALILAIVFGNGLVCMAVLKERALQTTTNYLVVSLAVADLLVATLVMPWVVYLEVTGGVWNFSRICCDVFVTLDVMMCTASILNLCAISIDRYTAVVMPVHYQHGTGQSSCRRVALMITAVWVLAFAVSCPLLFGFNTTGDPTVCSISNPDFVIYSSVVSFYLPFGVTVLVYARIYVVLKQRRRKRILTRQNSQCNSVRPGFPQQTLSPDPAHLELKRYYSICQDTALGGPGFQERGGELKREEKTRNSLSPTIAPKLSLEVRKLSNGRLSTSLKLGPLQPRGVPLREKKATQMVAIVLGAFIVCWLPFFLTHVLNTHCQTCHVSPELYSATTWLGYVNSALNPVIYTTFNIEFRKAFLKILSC
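Agonist mode: compounds and dopamine controls were applied to plated cells for 90 min at 37 degrees C after an overnight attachment at 1500 cells/well. Luminescent read-out followed 30 - 60 minutes at room temperature with DiscoveRx detection reagent.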
GLP1R ag – qHTS of GLP-1 Receptor Agonists | HEK293 GLP-1R CRE-luciferase, luminescence, 4-6 h; cells express a hypersensitive GLP-1R form | Potency, µM (doses to about 45.6 µM), for the others: at the highest dose activation, most hits filed as activators | actives 0.007% (n = 380,000); note: potency is the fitted concentration of half-maximal effect; % of control where 0% means no effect
Target sequence (P43220 whole entry, looked up): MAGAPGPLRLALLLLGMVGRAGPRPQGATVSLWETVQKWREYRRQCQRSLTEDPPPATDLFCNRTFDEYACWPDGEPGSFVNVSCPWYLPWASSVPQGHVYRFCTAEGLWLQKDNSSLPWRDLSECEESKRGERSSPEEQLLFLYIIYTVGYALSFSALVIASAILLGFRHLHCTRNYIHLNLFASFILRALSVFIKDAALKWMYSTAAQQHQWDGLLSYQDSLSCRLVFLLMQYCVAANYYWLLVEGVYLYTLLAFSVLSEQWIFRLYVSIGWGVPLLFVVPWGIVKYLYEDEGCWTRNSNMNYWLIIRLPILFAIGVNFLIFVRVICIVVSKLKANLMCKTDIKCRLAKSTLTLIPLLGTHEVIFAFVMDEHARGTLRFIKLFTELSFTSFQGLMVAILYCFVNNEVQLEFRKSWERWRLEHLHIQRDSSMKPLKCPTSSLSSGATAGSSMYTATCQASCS
IL1B secr inh – qHTS for Inhibitors of Inflammasome Signaling: IL-1-beta AlphaLISA Primary Screen. THP-1 LPS/ATP IL-1B secretion, AlphaLISA, 16 h; hits give low values. activity change, % at 57.5 µM. actives 4.7% (n = 360,000); in the data active = activity change below about -50%; inconclusive = mostly about -30% to -49%; note: % is set by controls: 0 for no effect and ±100 for the full control effect
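Secreted IL-1B measured by AlphaLISA bead assay after 16 h compound exposure of THP-1 cells; compounds (final up to 57.5 uM) added 1 h before LPS (250 ng/mL) and ATP (1.25 mM) stimulation; lower signal means less secretion.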
SW480 rereplic – A quantitative high throughput screen for small molecules that induce DNA re-replication in SW480 colon adenocarcinoma cells | Potency, µM (titrated, usually from 46.1 µM), without a hit: top-dose re-replication activation, most hits filed as activators | actives 1.8% (n = 340,000) | AID 624297, 2012 | SW480 DNA re-replication, Hoechst DNA content imaging, 48 h; note: potency is the fitted concentration of half-maximal effect; % of control where 0% means no effect; nearly all actives have a fitted effect of over 55% in size
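Readout is total intensity of Hoechst-stained nuclei, excited at 405 nm and collected at 500-530 nm. Compound treatment lasted 48 hr at 37 C in 5% CO2 before staining.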
HT1080-NT tox – qHTS for induction of synthetic lethality in tumor cells producing 2HG: qHTS for the HT-1080-NT fibrosarcoma cell line | actives 1.6% (n = 360,000) | HT-1080-NT fibrosarcoma viability, CellTiter-Glo ATP luminescence, 48 h | Potency, µM (titrated, usually from 46.1 µM), for inactives: top-dose activity, negative = less viability, most hits filed as cytotoxic;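 note: NT is the 2HG producing partner of a matched IDH1 knockdown line; potency is the fitted concentration of half-maximal effect; 0% = DMSO-treated cells and -100% = media-only wells without cells; nearly all actives have a fitted effect of over 55% in size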
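Read-out is CellTiter-Glo luminescence after 10 minutes at room temperature, following 48 hours' compound treatment of HT-1080-NT cells (750 cells/well, RPMI, 5% FBS, 37 degrees C).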
D3 antag – qHTS of D3 Dopamine Receptor Antagonist: qHTS | D(3) dopamine receptor (Homo sapiens), P35462 | D3R cells, DiscoveRx beta-arrestin luminescence, antagonist mode; hits give low values | max response, negative = inhibition, % | AID 652054, 2013 | actives 2.5% (n = 360,000); in the data active = max response below about -50%; inconclusive = no clear call, values can overlap the other calls; note: % is set by controls: 0 for no effect and ±100 for the full control effect; mostly tested at two doses, the higher about 12 µM
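Cells expressing the human receptor were seeded at 1500 cells/well, incubated overnight at 37 degrees C in 5% CO2, then exposed to library compounds with dopamine controls for 90 minutes at 37 degrees C before luminescent detection.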
HT1080 IDH1KD tx – qHTS for induction of synthetic lethality in tumor cells producing 2HG: qHTS for the HT-1080-IDH1KD cell line; HT-1080 IDH1 knockdown viability, ATP luminescence, 48 h; Potency, µM (titrated, usually from 46.1 µM), for inactives: at the top dose activity, negative = toxicity, usual class: cytotoxic; actives 2% (n = 360,000); AID 686971, 2013;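 note: potency is the fitted concentration of half-maximal effect; 0% = DMSO wells and -100% = cell-free medium wells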
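% activity derives from luminescence (CellTiter-Glo), normalised to DMSO and no-cell wells. HT-1080-IDH1KD cells, 750/well, had 48 h compound exposure at 37 °C.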
KB-V1 cytotox – qHTS assay for MDR1-selective chemotherapeutics: Primary screen using the drug-selected MDR subline cells KB-V1; KB-V1 MDR cells viability, CellTiter-Glo, 72 h; Potency, µM (doses to about 46.1 µM), inactives show top-dose activity change, negative = cytotoxicity, usual class: cytotoxic; actives 3.4% (n = 400,000); note: potency is the fitted concentration of half-maximal effect; % is set by controls: 0 for no effect and ±100 for the full control effect; nearly all actives have a fitted effect of over 60% in size
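Compound-treated KB-V1 multidrug-resistant cells, 72 h, 37 degrees C; viability by CellTiter-Glo. Fitted qHTS curves give the values.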
KB-3-1 tox – qHTS assay for MDR1-selective chemotherapeutics: Primary screen using the parental adenocarcinoma cell KB-3-1. KB-3-1 viability, CellTiter-Glo ATP luminescence, 72 h. Potency, µM (doses to about 46.1 µM), inactives show at the top dose activity change, negative = cytotoxic, actives largely listed as cytotoxic. actives 1.4% (n = 400,000); note: potency is the fitted concentration of half-maximal effect; % is set by controls: 0 for no effect and ±100 for the full control effect; nearly all actives have a fitted effect of over 60% in size
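Here the drug-naive KB-3-1 line serves as comparator for MDR sub-line selectivity; cells received compound titrations, 72 h at 37 °C, then CellTiter-Glo readout.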
Starred values were filed as active, the others as inactive; i = inactive; ? = inconclusive; . = no result given; [ ] = another dose, or the depositor's remark. Unless noted, calls come from the whole dose curve; as a rule, active = well fitted curve in the direction sought with a large enough effect; inconclusive = small, poorly fitted or top-dose-only effect, or another doubt; inactive = no such curve, though single readings can be large; an effect the other way counts as inactive or inconclusive.

A first look (six entries):
SMILES	DRD3 agonist	GLP1R ag	IL1B secr inh	SW480 rereplic	HT1080-NT tox	D3 antag	HT1080 IDH1KD tx	KB-V1 cytotox	KB-3-1 tox
COc1ccc2[nH]c3c(c2c1)CCN1C(=O)C(CC(=O)NCC24CC5CC(CC(C5)C2)C4)C[C@H](C(=O)N(C(C)C)C(C)C)[C@@]31C (some centres undefined)	37*	-3%	-72*	?	?	-4	?	?	?
CCCCn1c(N)c(N(CC)C(=O)c2cc(OC)cc(OC)c2)c(=O)[nH]c1=O	4	-2%	22	1%	0%	11	17%	4%	11%
c1csc(-c2nnc(Cc3cccc4ccccc34)o2)c1	-6	23%	17	-2%	-16%	7	?	15µM*	-10%
COc1ccc(OC)c(S(=O)(=O)Nc2ccccc2F)c1	2	11%	16	-1%	3%	6	7%[9.24 µM]	-6%	3%
COc1ccc(NC(=O)COC(=O)Cc2c(F)cccc2Cl)cc1	-2	-5%	17	-4%	4%	-16	4%	3%	15%
Cc1ccc(S(=O)(=O)N(C)CC(=O)NCC(c2ccc(F)cc2)N2CCOCC2)cc1 (centres undefined)	-11	0%	0	6%	-22%	-8	-8%	-1%	-10%

The list itself (from the top)
SMILES	DRD3 agonist	GLP1R ag	IL1B secr inh	SW480 rereplic	HT1080-NT tox	D3 antag	HT1080 IDH1KD tx	KB-V1 cytotox	KB-3-1 tox
COc1ccc2[nH]c3c(c2c1)CCN1C(=O)C(CC(=O)NCC24CC5CC(CC(C5)C2)C4)C[C@H](C(=O)N(C(C)C)C(C)C)[C@@]31C (some centres undefined)	37*	-3%	-72*	?	?	-4	?	?	?
CCCCn1c(N)c(N(CC)C(=O)c2cc(OC)cc(OC)c2)c(=O)[nH]c1=O	4	-2%	22	1%	0%	11	17%	4%	11%
c1csc(-c2nnc(Cc3cccc4ccccc34)o2)c1	-6	23%	17	-2%	-16%	7	?	15µM*	-10%
COc1ccc(OC)c(S(=O)(=O)Nc2ccccc2F)c1	2	11%	16	-1%	3%	6	7%[9.24 µM]	-6%	3%
COc1ccc(NC(=O)COC(=O)Cc2c(F)cccc2Cl)cc1	-2	-5%	17	-4%	4%	-16	4%	3%	15%
Cc1ccc(S(=O)(=O)N(C)CC(=O)NCC(c2ccc(F)cc2)N2CCOCC2)cc1 (centres undefined)	-11	0%	0	6%	-22%	-8	-8%	-1%	-10%
C=CCN1C(=O)C(Cc2ccc(F)cc2)S/C1=N/N=C/c1cccs1 (centres undefined)	-12	-3%	-14	1%	2%	?	-2%[9.24 µM]	?	7%
CCN(CCN(C)C)C(=O)c1ccc2nc(C)c(N(C)C(=O)CCc3ccccc3)n2c1	1	-5%	11	.	7%	15	-1%	5%	0%
Cc1c(Cl)cccc1NC(=O)Nc1c(C)n(C)n(-c2ccccc2)c1=O	-4	-1%	0	-15%	-7%	-9	2%	4%	7%
O=C(NC1CCCCC1)C(CCc1ccccc1)N1CCOCC1 (centres undefined)	1	4%	7	.	26%	1	15%	-12%	0%
CC(=O)NCCC(=O)Nc1nc2ccc(Oc3ccccc3)cc2s1	-9	3%	-18	-15%	-8%	-12	-1%	4%	-13%
Cc1cc(C)n(-c2ccc(Oc3ccccc3)c(S(=O)(=O)O)c2)n1	-1	-4%	4	-8%	18%	1	-7%	-5%	5%
CN(C)S(=O)(=O)c1ccc(Cl)c(NC(=O)COC(=O)/C=C/c2ccc(S(=O)(=O)N3CCOCC3)cc2)c1	-14	4%	0	-3%	14%	-10	11%	1%	-2%
CCn1ccnc1CNCc1cn(-c2cc(C)ccc2C)nc1-c1ccccc1	-2	3%	-13	2%	-3%	-6	-2%	-7%	-2%
Cc1cccc(Cn2nc(C)cc2NC(=O)CCCn2ccc([N+](=O)[O-])n2)c1	-19	2%	-9	-3%	-3%	-11	12%	0%	5%

Looked up above:
CCN(CCN(C)C)C(=O)c1ccc2nc(C)c(N(C)C(=O)CCc3ccccc3)n2c1 in HT1080-NT tox = 7%
COc1ccc2[nH]c3c(c2c1)CCN1C(=O)C(CC(=O)NCC24CC5CC(CC(C5)C2)C4)C[C@H](C(=O)N(C(C)C)C(C)C)[C@@]31C (some centres undefined) in GLP1R ag = -3%

New compounds follow
SMILES	DRD3 agonist	GLP1R ag	IL1B secr inh	SW480 rereplic	HT1080-NT tox	D3 antag	HT1080 IDH1KD tx	KB-V1 cytotox	KB-3-1 tox
CCCCNC(=O)c1ccc2c(c1)C(=O)N(Cc1ccncc1)C2=O	4	-6%	i	-24%	6%	18	22%	2%	-9%
O=C(CN1CCN(Cc2ccccc2Cl)CC1)N/N=C/c1cccs1	-15	8%	0	-8%	-4%	-11	-7%	-12%	-3%
Cc1c(C(=O)NCC2COc3ccccc3O2)oc2ccc(S(=O)(=O)N3CCOCC3)cc12 (centres undefined)	6	-9%	-8	0%	10%	-23	9%	2.3µM*	?
COC(=O)C1CCN(C(=O)CSc2nnc(-c3ccccc3)o2)CC1	-2	-4%	3	-8%	2%	-2	-1%	8%	15%
C[C@@H]1CCCCO[C@@H](CN(C)C(=O)CCCN(C)C)[C@@H](C)CN([C@H](C)CO)C(=O)c2cc(NC(=O)CCC(F)(F)F)ccc2O1	6	3%	7	.	3%	18	6%	-9%	?
Cc1ccc(-n2ncc3c(=O)n(CC(N)=O)cnc32)cc1	11	0%	8	-1%	11%	15	6%	-6%	2%
Fc1ccc(-[n+]2nc(Nc3ccccc3)sc2-c2c(Cl)cccc2Cl)cc1	-44	-3%	-94*	-44%[inhibitor][9.22 µM]	?	2	-23%	-37%	?
Cc1ccc2cc(C#N)c(SCC(=O)NCc3ccco3)nc2c1	0	-8%	34	-8%	1%	3	0%	6%	17%
O=C1Nc2ccccc2SC1=Cc1ccccc1	-7	20%	?	.	-5%	-28	-26%	-10%	-15%
C/C(=N/NC(=O)CSc1nc2ccccc2n1C)c1ccc(O)cc1	12	14%	-27	2%	17%	10	29%	-5%	-7%
CCN(CC(=O)Nc1ccccc1OC)C(=O)Cn1cnc2ccccc2c1=O	1	0%	-14	2%	15%	-18	17%	?	18%
CN(C(=O)c1cccc(NC(=O)Cc2cccc(NC(=O)C3CCCN(C(=O)C4CC4)C3)c2)c1)C1CC1 (centres undefined)	1	6%	15	-1%	12%	-3	13%	19%	5%
COc1ccc(CCNC(=O)COC(=O)/C=C/c2cccs2)cc1OC	-1	4%	2	-4%	-7%	-12	5%	0%	4%
CCC(C)[C@H](NC(=O)NC(C)C)C(=O)O (some centres undefined)	5	1%	10	-38%[inhibitor]	14%	7	15%	-2%	8%
CCN(CC)CCOC(=O)c1ccc([N+](=O)[O-])cc1	1	-8%	5	-9%[9.22 µM]	9%	1	15%	?	14%
COC(=O)c1ccc(S(=O)(=O)NCc2ccc(S(N)(=O)=O)cc2)n1C	-10	3%	.	-4%	7%	-16	22%	-9%	4%
COC(=O)Nc1ncc(CN2CCC(c3ccccc3)CC2)s1	10	-6%	11	-21%	6%	-54*	8%	-4%	0%
O=C(CSc1nnc(-c2ccccc2F)o1)N1CCNC1=O	4	-4%	?	15%	-1%	1	-7%	-3%	2%
COC(=O)CC1=NN(c2nc(C)cc(C)n2)C(=O)C1	4	-7%	7	2%	18%	-5	11%	9%	6%
COc1ccc(OC)c(S(=O)(=O)N(C)CC(=O)Nc2ccc3c(c2)OCCO3)c1	10	-2%	-16	-4%	8%	15	0%	-7%	-6%
CC(C)C(=O)Nc1ccc(Cl)cc1-c1nc2ccccc2[nH]c1=O	3	9%	6	0%	1%	2	-10%	8%	6%
Cc1c(C(=O)Nc2c(C)n(C)n(-c3ccccc3)c2=O)oc2ccc(Cl)cc12	3	2%	0	0%	-19%	-6	?	-16%	-16%
Cc1cc(NC(=O)C(=O)c2cn(C)c3ccccc23)no1	-6	8%	41	-1%	3%	-4	8%	-22%	13%
Cc1ccc(NC(=O)COC(=O)C2=NN(c3ccccc3)C(=O)CC2)c(Br)c1	-3	-6%	2	1%	4%	12	14%	9%	6%
COc1ccc(C(CNC(=O)c2cccc3cccnc23)N(C)C)cc1 (centres undefined)	-11	21%	-3	-5%	-3%	-28	-15%	?	2%
Cc1ccc(-n2nnnc2SCC(=O)NCC2CCCO2)cc1C (centres undefined)	-5	-3%	-2	-1%	-4%	8	11%	-14%	-2%
CCOc1ccccc1-n1nnnc1SCC(=O)NC(=O)Cc1ccccc1	-7	-5%	8	-7%	2%	-6	6%	2%	17%
Cc1ccc(-c2cccc(NC(=O)C3C(C(=O)O)[C@@H]4C=C[C@H]3C4)c2)o1 (some centres undefined)	4	-13%	-11	3%	4%	-21	3%	0%	5%
CC1CN(Cc2ccccc2)c2nc3c(c(=O)n(CC(N)=O)c(=O)n3C)n2C1 (centres undefined)	5	-7%	-13	-3%	-3%	-12	-8%	0%	0%
